# Pol eta inh = qHTS for Inhibitors of Polymerase Eta; Potency, µM (titrated, usually from 114 µM), without a hit: at the top dose activity change, negative = inhibition, actives largely listed as inhibitors; recombinant Pol eta, fluorescent DNA replication assay; actives 1.2% (n = 390,000); also: potency is read from the fitted curve at half-maximal effect; % is scaled to controls: 0 for no effect and ±100 for the full control effect
#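 Fluorescent replication assay: 50 nM final substrate added after a 15 min room-temperature compound preincubation with 10 nM enzyme. Signal taken at 0 min and again at 10 min.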
# Tb PGK inh = qHTS Assay to Find Inhibitors of Phosphoglycerate Kinase | Phosphoglycerate kinase, glycosomal (Trypanosoma brucei brucei), P07378 | PGK/GAPDH coupled, Kinase-Glo luminescence, 60 min | Potency, µM (doses to about 57.5 µM), for inactives: top-dose activity change, negative = inhibition, hits mostly inhibitors | actives 0.043% (n = 380,000); also: potency is read from the fitted curve at half-maximal effect; % is scaled to controls: 0 for no effect and ±100 for the full control effect; nearly all actives have a fitted effect of over 60% in size
#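 Luminescent ATP detection (Kinase-Glo Plus) follows a 60-minute room-temperature incubation, with wells lacking PGK as controls. Buffer: 100 mM TEA (pH 7.6), 5 mM MgCl2, 0.01% Tween-20. Coupling enzyme GAPDH (100 nM final) supplies unstable 1,3-BPG in-well.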
# POLI inh = qHTS for Inhibitors of Polymerase Iota | DNA polymerase iota (Homo sapiens), Q9UNA4 | Pol iota fluorescent replication assay, 10 min | Potency, µM (titrated, usually from 115 µM), without a hit: at the top dose activity, negative = inhibition, most hits filed as inhibitors | actives 1% (n = 390,000) | AID 588590, 2011; also: potency is read from the fitted curve at half-maximal effect
#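 Fluorescent replication assay read twice, at 0 min and 10 min after adding 50 nM (final) substrate. Enzyme (10 nM) and compounds were first incubated 15 min at room temperature; enzyme-free buffer wells were negative controls.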
# Anesthetic bind = qHTS Assay for Identification of Novel General Anesthetics. Ferritin light chain (Equus caballus), P02791. apoferritin/1-aminoanthracene competitive binding, fluorescence. Potency, µM (top dose mostly 77.5 µM), for inactives: at the top dose activity change, negative = displacement, usual class: inhibitors. actives 0.074% (n = 350,000). AID 485281, 2010; also: potency is read from the fitted curve at half-maximal effect; % is scaled to controls: 0 for no effect and ±100 for the full control effect; nearly all actives have a fitted effect of over 20% in size
# Target sequence (P02791 2-175 limits assumed): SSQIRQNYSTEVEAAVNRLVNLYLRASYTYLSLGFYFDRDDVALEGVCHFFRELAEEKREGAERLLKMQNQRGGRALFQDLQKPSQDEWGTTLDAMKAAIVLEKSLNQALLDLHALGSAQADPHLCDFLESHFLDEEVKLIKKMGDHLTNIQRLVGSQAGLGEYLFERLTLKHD
#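 Steps: apoferritin (10 uM) was premixed with half-saturated 1-AMA in PBS, compounds were pin-transferred, plates stood 10 min at room temperature, fluorescence was read at 380/535 nm, and curves were fitted with a Hill equation.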
# APE1 inh = qHTS Assay for Inhibitors of the Human Apurinic/apyrimidinic Endonuclease 1 (APE1) | recombinant APE1, TAMRA/BHQ-2 abasic DNA cleavage fluorescence | Potency, µM (series often up to 65.8 µM), without a hit: at the highest dose activity change, negative = inhibition, most hits filed as inhibitors | actives 0.35% (n = 350,000) | AID 2517, 2012;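 also: potency is read from the fitted curve at half-maximal effect; plate controls were vehicle for no effect and reference inhibitor for full effect; nearly all actives have a fitted effect of over 55% in size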
#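 APE1 at 0.75 nM preincubated 15 min at room temperature with compound. Reaction then started with 50 nM double-stranded THF-abasic substrate labelled with TAMRA/BHQ-2, and 525/598 nm fluorescence read kinetically. Activity taken as third-minus-first read difference, normalized to DMSO and NSC13755 controls.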
# BLM inh = qHTS Assay for Inhibitors of Bloom's syndrome helicase (BLM); RecQ-like DNA helicase BLM (Homo sapiens), P54132; actives 0.2% (n = 350,000); AID 2528, 2010; Potency, µM (doses to about 56.1 µM), for the others: top-dose activity change, negative = inhibition, hits mostly inhibitors; recombinant BLM DNA unwinding, fluorescence dequenching;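 also: potency is read from the fitted curve at half-maximal effect; plate controls were vehicle for no effect and no enzyme for full effect; nearly all actives have a fitted effect of over 35% in size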
# POLK inh = qHTS for Inhibitors of Polymerase Kappa. DNA polymerase kappa (Homo sapiens), Q9UBT6. purified Pol kappa, fluorescent DNA synthesis assay, 10 min. Potency, µM (titrated, usually from 107 µM), without a hit: at the highest dose activity, negative = inhibition, usual class: inhibitors. actives 0.53% (n = 400,000); also: potency is read from the fitted curve at half-maximal effect; % is scaled to controls: 0 for no effect and ±100 for the full control effect
# Target sequence (Q9UBT6 whole entry, looked up): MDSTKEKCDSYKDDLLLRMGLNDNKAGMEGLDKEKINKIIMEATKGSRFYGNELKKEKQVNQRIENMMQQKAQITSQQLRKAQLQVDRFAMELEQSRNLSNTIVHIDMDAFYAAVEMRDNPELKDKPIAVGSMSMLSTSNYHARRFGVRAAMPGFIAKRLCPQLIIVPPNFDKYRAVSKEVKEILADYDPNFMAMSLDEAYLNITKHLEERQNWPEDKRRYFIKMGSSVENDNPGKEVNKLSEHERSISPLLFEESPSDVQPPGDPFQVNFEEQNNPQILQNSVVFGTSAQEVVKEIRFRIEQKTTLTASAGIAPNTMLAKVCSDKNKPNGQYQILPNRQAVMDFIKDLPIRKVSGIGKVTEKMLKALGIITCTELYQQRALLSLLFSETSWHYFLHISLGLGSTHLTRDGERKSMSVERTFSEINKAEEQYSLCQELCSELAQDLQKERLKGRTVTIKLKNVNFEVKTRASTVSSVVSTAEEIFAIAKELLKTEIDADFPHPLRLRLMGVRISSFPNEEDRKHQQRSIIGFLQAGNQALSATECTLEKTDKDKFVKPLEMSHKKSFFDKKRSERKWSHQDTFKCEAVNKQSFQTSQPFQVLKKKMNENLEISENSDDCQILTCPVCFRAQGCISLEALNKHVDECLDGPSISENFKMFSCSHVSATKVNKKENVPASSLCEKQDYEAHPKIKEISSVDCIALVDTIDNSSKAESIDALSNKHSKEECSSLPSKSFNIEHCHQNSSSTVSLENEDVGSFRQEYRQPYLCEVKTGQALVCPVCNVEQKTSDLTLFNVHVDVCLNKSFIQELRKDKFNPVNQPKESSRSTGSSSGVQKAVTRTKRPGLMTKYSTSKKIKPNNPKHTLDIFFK
#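 Inhibition of 10 nM Pol kappa is measured by a fluorescent read-out at 0 and 10 min following addition of 50 nM substrate (final), with a 15-min room-temperature compound preincubation.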
# RXFP1 antagonist = qHTS Assay for Antagonists of the Relaxin Receptor RXFP1 | Relaxin receptor 1 (Homo sapiens), Q9HBX9 | HEK293-RXFP1, relaxin-stimulated cAMP HTRF, 30 min; active compounds read low | activity change, negative = inhibition, % at 57.5 µM | actives 0.59% (n = 350,000);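 active = activity change of -60% or lower, but not beyond a set lower limit; inconclusive = change between -60% and -40%, or beyond the set limit; inactive = change above -40%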; also: % is scaled to controls: 0 for no effect and ±100 for the full control effect
# Pol beta inh = qHTS Assay for Inhibitors of DNA Polymerase Beta; Pol beta primer extension/strand displacement, fluorescence kinetic; Potency, µM (doses to about 114 µM), inactives show top-dose activity change, negative = inhibition, hits mostly inhibitors; actives 1.3% (n = 340,000); AID 485314, 2010; also: potency is read from the fitted curve at half-maximal effect; % is scaled to controls: 0 for no effect and ±100 for the full control effect
#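 Reaction started by 50 nM substrate onto compound-treated Pol beta (10 nM, 15 min preincubation, room temperature); plates read at 0 min and 10 min. Normalized concentration-effect data fitted by four-parameter Hill equation.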
# * hit, by the source's call; i = inactive; ? = inconclusive; / = no result given; [ ] = dose if it differs, or a comment. Unless noted, calls follow the shape of the dose curve; as a rule, active = well fitted curve in the direction sought with a large enough effect; inconclusive = small, poorly fitted or top-dose-only effect, or another doubt; inactive = no such curve, though single readings can be large; an effect the other way counts as inactive or inconclusive.
SMILES,Pol eta inh,Tb PGK inh,POLI inh,Anesthetic bind,APE1 inh,BLM inh,POLK inh,RXFP1 antagonist,Pol beta inh
Cc1ccc2nc(-c3ccc(NC(=S)NC(=O)CC(C)C)cc3)sc2c1,5.8%,-8.2%,-4.6%,-4.6%,-2.9%,0.4%,-12.1%,-5.7,2.1%
O=C(CCc1nc2ccccc2[nH]c1=O)OCC(=O)c1ccc(Cl)cc1,-7.2%,/,2.4%,-7.3%,10.3%,3.5%,-6.4%,7.5,-14.0%
CC(=O)Nc1ccccc1Nc1cc(C#N)c(C#N)cc1[N+](=O)[O-],-19.4%,-4.0%,-3.6%,-16.5%,-3.3%,-0.3%,-2.9%,-3.7,7.7%
O=C1CC(c2ccc(F)cc2)Cc2nc(N3CCOCC3)ncc21 (stereo not given),-9.7%,i,-10.0%,-10.9%,-7.6%,-0.8%,-21.8%,-2.2,4.2%
COC(=O)c1cc(/C=C/c2ccccc2)[nH]n1,-4.0%,-1.9%,-6.4%,-14.5%,20.4%,-4.1%,-8.9%,/,?
COc1cccc(C(=O)NNC(=O)C2CCCO2)c1 (stereo not given),-11.6%,i,25.0%,-4.4%,62.2%[activator],-1.2%,1.2%,-8.7,-1.0%
COc1ccc(C(=O)CSc2nnnn2C)c(OC)c1,-5.2%,-1.8%,30.7%[activator],-4.3%,5.8%,-1.3%,-3.5%,-5.9,?
Cn1c2c(c(=O)n(C)c1=O)C(c1ccccc1OC(F)F)C1=C(CCCC1=O)N2 (stereo not given),3.2%,2.7%,17.3%,-12.9%,-2.7%,-2.3%,-7.7%,-4.7,1.4%
O=C(Nc1ccccc1)c1ccc2c(c1)OCCCO2,-12.6%,-26.7%,21.3%,-3.3%,3.3%,-2.2%,-8.5%,6.2,38.4%
CC(=O)c1cnc(SCC(=O)O)nc1C,-7.0%,i,95.8%[activator],-1.4%,9.9%,-3.6%,2.3%,-1.9,?
CCOC(=O)CSc1nnnn1-c1cccc2ccccc12,-1.8%,-4.8%,-2.5%,3.8%,16.2%,3.7%,5.1%,6.1,-14.4%
COc1ccc(OC)c(-c2csc(NC(=O)c3ccc(OCC4CCCO4)cc3)n2)c1 (stereo not given),-10.1%,-1.3%,4.5%,-5.0%,15.1%,-4.3%,8.0%,-11.5,0.6%
O=C(/C(N=Nc1cccc(C(F)(F)F)c1)=C(/O)c1cccs1)C(F)(F)F,-13.3%,-3.7%,64.0%[activator],?,-5.1%,-18.1%,-10.6%,20.0,-21.6%
CCOc1ccc2nc3cc(NCc4ccc(OC)cc4)ccc3c(N)c2c1,79.4µM*,/,2.0%,84.6%[activator],-22.2%,14.1µM*,2.4%,2.8,28.2µM*
CN(C)c1nc2n(c(=S)n1)CCS2,-7.8%,-5.9%,-7.1%,-4.0%,-0.8%,-2.1%,11.1%,-11.1,-0.2%
COc1ccc(N2C(=O)NC(NC(=O)c3ccncc3)(C(F)(F)F)C2=O)cc1 (stereo not given),-21.0%,i,3.9%,-5.7%,-1.6%,2.2%,-4.5%,-4.5,13.0%
COc1cccc(C(c2nnnn2CC2CCCO2)N2CCN(C(=O)c3ccco3)CC2)c1OC (stereo not given),-13.7%,-7.7%,-17.3%,-1.3%,-2.2%,-3.9%,-15.5%,15.0,3.9%
Cn1nnnc1SCC(=O)Nc1ccc(Oc2ccc(Cl)cc2)cc1,-3.6%,2.8%,-9.3%,7.3%,-8.5%,-4.9%,-0.9%[60.1 µM],14.4,-4.7%
Cc1ccc(CC(=O)NC2CCCc3ccccc32)cc1C (stereo not given),-17.0%,-4.1%,74.7%[activator],-4.3%,21.9%,-3.5%,-0.5%,-9.9,29.8%
CCOC(=O)c1ccccc1NC(=O)CSc1nc2c(c(=O)n(C)c(=O)n2C)n1C,/,/,/,-4.2%,-0.2%,-1.4%,/,/,1.3%
Cc1ccc2oc(-c3cc(NC(=O)c4oc5ccccc5c4C)ccc3Cl)nc2c1,-19.5%,-0.3%,17.6%,5.3%,/,-8.9%,-0.2%,-1.2,5.8%
O=C(COC(=O)c1cc(=O)[nH]c2ccccc12)NCc1ccc(Cl)cc1,-11.0%,8.5%,1.0%,/,7.5%,/,-4.3%,-0.8,/
CN(CC1CCCCO1)C(=O)c1cc(COc2ccc(F)cc2Cl)on1 (stereo not given),-20.2%,-7.9%,24.4%,?,29.3%,-6.0%,-9.9%,-1.3,?
CCOc1ccc(NS(=O)(=O)c2ccc3c(c2)CCCN3C(=O)C2CCC2)cc1,-9.0%,-4.1%,-0.2%,-15.1%,/,-10.9%,-8.0%[60.1 µM],-13.3,-23.3%
CCOC(=O)c1cnc2ccccc2c1Nc1ccc2c(c1)OCCO2,-18.6%,8.0%,152.5%[activator],-20.4%,4.1%,-10.9%,-10.4%,-7.7,-7.7%
CC(=O)Nc1ccc(OCc2ccccc2)cc1[N+](=O)[O-],-14.5%,-3.0%,-1.9%,/,/,/,-5.4%,-5.4,/
O=[N+]([O-])c1ccccc1N/N=C1\CC2CC=CC12 (stereo not given),?,-4.8%,5.2%,?,-6.5%,-2.9%,-10.1%,-1.5,-0.5%
COc1ccc(C(=O)Nc2cc(OC)ccc2OC)cc1,-20.3%,0.4%,-10.4%,7.7%,-0.7%,-1.4%,-16.6%,2.1,-1.7%
CSc1ccccc1NC(=O)CN1CCN(Cc2ccccc2)CC1,/,/,/,-6.4%,2.7%,-0.5%,/,/,1.1%
Cn1c(=O)c2c(nc(SCCCC#N)n2Cc2c(F)cccc2Cl)n(C)c1=O,-5.4%,-3.9%,-5.0%,-3.9%,1.7%,1.6%,5.0%,-24.9,0.8%
Cc1ccc(-c2noc(-c3ccc(N4CCOCC4)c([N+](=O)[O-])c3)n2)cc1,-1.1%,-12.4%,-26.3%,-11.3%,/,-2.1%,-4.3%,/,15.7%
CNc1ccccc1C(=O)OCC(=O)Nc1ccc2c(c1)OCO2,-1.9%,-3.3%,6.5%,/,11.1%,/,-8.0%,-7.3,/
CCOC(=O)c1cccc(Nc2ccc3cc(S(=O)(=O)N4CCCCC4)ccc3n2)c1,-19.2%,7.1%,9.7%,414.7%[activator],/,-12.9%,-9.8%,-7.2,-3.1%
Cc1ccc(C(=O)CN2/C(=C(\O)c3ccccc3)C(=O)c3ccccc3S2(=O)=O)c(C)c1,-10.6%,1.7%,2.0%,-17.5%,-2.7%,-15.9%,-19.6%,2.7,-2.1%
Cc1ccnc(NC(=O)C23CC4CC(CC(C4)C2)C3)c1,-1.8%,i,?,?,0.3%,-1.3%,-12.7%,1.2,-18.4%
COc1ccc(N)cc1NC(=O)CN1CCCC1,-9.8%,-4.4%,165.2%[activator],3.5%,6.9%,-3.5%,-16.5%,-20.0,-1.4%
OCCN(Cc1ccccc1)Cc1ccc(C(F)(F)F)cc1,-17.1%,11.9%,11.9%,-10.2%,-1.2%,-8.7%,-8.1%,-20.2,1.5%
NNC(=S)NCc1ccccc1,-12.0%,-6.8%,37.3%[activator],-5.5%,-6.6%,-8.6%,-0.7%,-2.0,4.8%
O=C(NCCCn1ccnc1)c1cc(Cl)cc(Cl)c1,-19.4%,-2.7%,35.2%[activator],-4.2%,24.4%,-0.6%,3.0%,-8.7,24.2%
CC1(C)CN(c2ccccc2)N(C(=O)c2ccc(F)cc2)C1=O,-3.2%,-9.1%,34.7%[activator],-14.4%,1.6%,-2.1%,-0.7%,-1.2,0.7%
CCc1ccc(C2NC(=S)NC3=C2C(=O)N(c2ccccc2OC)C(c2ccc(CC)cc2)N3)cc1 (stereo not given),-4.7%,-5.5%,?,-18.5%,15.3%,-8.6%,-16.0%,-12.7,5.1%
O=C(NCCN1CCOCC1)c1cc(-c2cccc(Cl)c2)on1,-14.0%,-1.1%,48.3%[activator],4.9%,-5.8%,1.4%,4.4%,-11.9,44.7%
CC(Oc1ccccc1)C(=O)Nc1nnc(S(=O)(=O)Nc2ccccc2)s1 (stereo not given),-3.3%,-1.4%,-14.7%,-9.9%,18.9%,-4.8%,-4.6%,/,9.6%
Cn1ncc2c(NCCc3ccccc3)nc(Cl)nc21,-17.7%,-0.4%,88.1%[activator],/,/,/,-1.0%,-18.5,/
COc1ccccc1CNC(=O)[C@H](NC(=O)C1CCN(C(=O)[C@@H](N)CCSC)CC1)C(C)C,-6.2%,i,30.1%[activator],-7.7%,63.1%[activator],1.0%,24.5%,/,0.2%

# Looked up by compound from above, four records:
SMILES,Pol eta inh,Tb PGK inh,POLI inh,Anesthetic bind,APE1 inh,BLM inh,POLK inh,RXFP1 antagonist,Pol beta inh
OCCN(Cc1ccccc1)Cc1ccc(C(F)(F)F)cc1,-17.1%,11.9%,11.9%,-10.2%,-1.2%,-8.7%,-8.1%,-20.2,1.5%
CC(Oc1ccccc1)C(=O)Nc1nnc(S(=O)(=O)Nc2ccccc2)s1 (stereo not given),-3.3%,-1.4%,-14.7%,-9.9%,18.9%,-4.8%,-4.6%,/,9.6%
Cc1ccc(C(=O)CN2/C(=C(\O)c3ccccc3)C(=O)c3ccccc3S2(=O)=O)c(C)c1,-10.6%,1.7%,2.0%,-17.5%,-2.7%,-15.9%,-19.6%,2.7,-2.1%
Cc1ccnc(NC(=O)C23CC4CC(CC(C4)C2)C3)c1,-1.8%,i,?,?,0.3%,-1.3%,-12.7%,1.2,-18.4%

# Screens: PubChem BioAssay, National Center for Advancing Translational Sciences (NCATS)

# This is a subset (hit frequency here may not be typical).
